# D1 ag – agonists of human D1 dopamine receptor | HEK293 T-REx D1 cells, calcium flux, agonist mode | activation, % at 2 µM | 360,000 compounds, 1% hits; further: 0% is about no effect
#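 Agonism was scored from calcium flux recorded over 180 s (1 read/s) after pintool compound addition, following a 10-cycle baseline. Cells were inducible force-coupled HEK293 TREx D1, plated overnight at 30 C and loaded with no-wash calcium dye.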
# TRHR enhancer – allosterically enhances the human TRH receptor; TRHR cells, fluo-8 calcium fluorescence, EC20 TRH enhancement; enhancement, % at 2 µM; 360,000 compounds, 0.66% hits; AID 493056; in the data active means enhancement above about 30%; further: 0% is about no effect
#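 Enhancer read-out: after compound pinning and an initial kinetic agonist-mode read, an EC20 of TRH (10 nM final) was injected and fluo-8 calcium signal (Ex 480/Em 530) followed at 1 s/cycle for 100 cycles in TRHR-expressing cells.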
# D2 agonist – activates the human D2 dopamine receptor | 340,000 compounds, 0.53% hits | HEK293 T-REx D2 cells, calcium flux agonist mode | AID 485358 | activation, % at 2 µM;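 active means activation over 3 SD above normal in the single-dose calcium agonist read, cut at about 30% in these data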; further: 0% is about no effect
#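 In this primary screen, compounds producing a positive calcium signal within 180 s of addition to tetracycline-induced, force-coupled HEK293 Trex D2 cells are flagged; cells are dye-loaded with a no-wash calcium kit beforehand.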
# D2 potentiator – positively modulates the human D2 dopamine receptor allosterically; AID 485347; potentiation, % at 10 µM; 340,000 compounds, 0.34% hits; P14416; HEK293 T-REx D2, calcium flux, EC20 dopamine potentiation;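 active means potentiation over 3 SD above the plate norm, cut at about 30% in these data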; further: 0% is about no effect
#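 Potentiation of an EC20 dopamine calcium response is measured in a force-coupled, tetracycline-inducible Hek293 Trex D2 line. Compound-only kinetic reads over 180 s flag agonists before dopamine addition.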
# D1 PAM – human D1 dopamine receptor positive modulation; P21728; HEK293 TREx D1 cells, calcium flux, dopamine EC20 potentiation; potentiation, % at 10 µM; 360,000 compounds, 0.036% hits; AID 504651; in the data active means potentiation above about 30%; further: 0% is about no effect
# TRHR ag – activates the human TRH receptor; TRHR cells, calcium flux fluo-8, FDSS agonist mode; activation, % at 2 µM; 360,000 compounds, 0.18% hits; AID 493084; further: 0% is about no effect
#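 Fluo-8-loaded TRHR cells; 10 s baseline, compound added, kinetic Ca2+ fluorescence read 1/s, agonist mode.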
# RXFP1 antag – antagonists of human relaxin receptor RXFP1 | AID 1259400 | 350,000 compounds, 0.59% hits | HEK293-RXFP1, relaxin-stimulated cAMP HTRF, 30 min; active compounds read low | activity change, negative = inhibition, % at 57.5 µM | Q9HBX9;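 active means activity change of -60% or lower, but not beyond a set lower limit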; further: on the % scale 0 is the no-effect control and ±100 the full control effect
# Target sequence (Q9HBX9 whole entry, looked up): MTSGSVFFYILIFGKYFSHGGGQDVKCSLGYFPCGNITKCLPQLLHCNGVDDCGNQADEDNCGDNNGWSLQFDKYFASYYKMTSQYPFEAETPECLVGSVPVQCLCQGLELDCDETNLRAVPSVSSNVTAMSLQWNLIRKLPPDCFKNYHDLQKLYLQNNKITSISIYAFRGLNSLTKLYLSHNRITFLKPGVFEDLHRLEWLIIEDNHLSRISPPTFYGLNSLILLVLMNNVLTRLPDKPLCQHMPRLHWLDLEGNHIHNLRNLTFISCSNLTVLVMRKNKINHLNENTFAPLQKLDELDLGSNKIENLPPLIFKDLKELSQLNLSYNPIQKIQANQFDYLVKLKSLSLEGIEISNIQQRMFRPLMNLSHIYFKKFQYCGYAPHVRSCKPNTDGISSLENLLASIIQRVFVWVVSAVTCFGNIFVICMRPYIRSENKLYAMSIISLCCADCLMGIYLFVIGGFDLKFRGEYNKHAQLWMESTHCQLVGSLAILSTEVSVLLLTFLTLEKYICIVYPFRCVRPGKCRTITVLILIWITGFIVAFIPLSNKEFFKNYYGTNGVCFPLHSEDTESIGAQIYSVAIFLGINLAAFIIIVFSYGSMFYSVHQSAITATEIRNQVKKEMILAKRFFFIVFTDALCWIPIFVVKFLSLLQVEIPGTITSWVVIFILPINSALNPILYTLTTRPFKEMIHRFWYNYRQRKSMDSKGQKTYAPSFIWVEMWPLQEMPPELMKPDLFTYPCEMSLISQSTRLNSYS
# D2 antagonist – antagonists of human D2 dopamine receptor; P14416; HEK293 TREx D2 cells, calcium flux, dopamine EC80; inhibition, % at 10 µM; 340,000 compounds, 2% hits; AID 485344; in the data active means inhibition above about 30%; further: 0% is about no effect
#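 Calcium flux kinetic readout in an inducible HEK293 TREx D2 line plated overnight at 30 C. After 180 s compound exposure, an EC80 dopamine challenge follows with another 180 s kinetic read to detect antagonism.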
# D1 antag – human D1 dopamine receptor antagonism; P21728; HEK293 TREx D1 cells, calcium flux, dopamine EC80; active compounds read low; activity change, negative = inhibition, % at 10 µM; 360,000 compounds, 3.2% hits; AID 504652; in the data active means activity change below about -30%; further: on the % scale 0 is the no-effect control and ±100 the full control effect
#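 Compound effects on dopamine-evoked calcium signalling were measured in tetracycline-induced HEK293 Trex D1 cells. Dopamine at EC80 followed a 180 s compound pre-read, and fluorescence was tracked kinetically for 180 s more.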
# Starred values were filed as active, the others as inactive; / = not tested or not shown. Unless noted, no stated cut-off is given here; in the data, active means activation above about 30%; inactive means the rest. This is a random part of the collection; overall some 7.1% were active at least once.
molecule	D1 ag	TRHR enhancer	D2 agonist	D2 potentiator	D1 PAM	TRHR ag	RXFP1 antag	D2 antagonist	D1 antag
O=C(OC1CCOC1=O)c1ccc(Cl)c(S(=O)(=O)N2CCOCC2)c1 (stereo not drawn)	5.1	-1.6	0.3	3.8	-3.5	0.6	-0.6	15.0	8.6
CCCCC(=O)NC(=S)Nc1ccc(S(=O)(=O)N2CCCC2)cc1	1.4	-5.4	0.7	-5.8	-0.7	-0.1	-4.7	-4.3	-9.0
CCN(CC)S(=O)(=O)c1ccc(N2CCN(c3ccccc3O)CC2)nc1	7.0	-0.4	-0.1	4.2	-2.1	0.5	-6.9	-1.9	-5.7
CCc1ccc(CNC(=O)Cc2ccc(NC(=O)N3CCSc4ncccc43)cc2)cc1	1.8	-5.0	-0.6	6.4	-2.8	0.0	-15.9	/	-17.6
COC(=O)c1ccccc1NC(=O)CSc1nnc(-c2cccnc2)n1C	0.5	1.9	0.7	5.2	-3.5	0.2	-11.9	3.8	-1.1
Cc1ccc(C)c(N2CCN(c3ccc4cc(S(=O)(=O)N5CCC(C)CC5)ccc4n3)CC2)c1	0.7	0.7	0.2	11.0	2.0	0.2	-4.8	/	8.3
CN1CCN(S(=O)(=O)c2ccc(NC(=S)NC(=O)C3CCC3)cc2)CC1	3.0	1.2	1.3	8.6	-6.0	0.8	-6.4	-6.9	-10.7
CN1CCN(C(CNC(=O)c2ccc(F)cc2)c2ccc3c(c2)OCO3)CC1 (stereo not drawn)	1.8	2.0	0.9	-6.1	-0.8	0.1	-10.1	/	28.5
O=c1c(Cl)c(N/N=C/c2ccc(Br)cc2)cnn1-c1ccccc1	1.5	0.9	0.2	0.2	-2.4	0.4	2.0	6.9	10.4
O=C(NC(=S)N1CCN(c2ccc([N+](=O)[O-])cc2)CC1)c1ccco1	0.0	2.9	0.3	-10.8	-2.2	0.3	0.2	7.6	0.8

# Random excerpt: 6 records from the list
molecule	D1 ag	TRHR enhancer	D2 agonist	D2 potentiator	D1 PAM	TRHR ag	RXFP1 antag	D2 antagonist	D1 antag
CCc1ccc(CNC(=O)Cc2ccc(NC(=O)N3CCSc4ncccc43)cc2)cc1	1.8	-5.0	-0.6	6.4	-2.8	0.0	-15.9	/	-17.6
O=C(NC(=S)N1CCN(c2ccc([N+](=O)[O-])cc2)CC1)c1ccco1	0.0	2.9	0.3	-10.8	-2.2	0.3	0.2	7.6	0.8
CCN(CC)S(=O)(=O)c1ccc(N2CCN(c3ccccc3O)CC2)nc1	7.0	-0.4	-0.1	4.2	-2.1	0.5	-6.9	-1.9	-5.7
CN1CCN(S(=O)(=O)c2ccc(NC(=S)NC(=O)C3CCC3)cc2)CC1	3.0	1.2	1.3	8.6	-6.0	0.8	-6.4	-6.9	-10.7
CCCCC(=O)NC(=S)Nc1ccc(S(=O)(=O)N2CCCC2)cc1	1.4	-5.4	0.7	-5.8	-0.7	-0.1	-4.7	-4.3	-9.0
O=C(OC1CCOC1=O)c1ccc(Cl)c(S(=O)(=O)N2CCOCC2)c1 (stereo not drawn)	5.1	-1.6	0.3	3.8	-3.5	0.6	-0.6	15.0	8.6

# (list continues)
molecule	D1 ag	TRHR enhancer	D2 agonist	D2 potentiator	D1 PAM	TRHR ag	RXFP1 antag	D2 antagonist	D1 antag
CCOC(=O)N/N=C1\CC(C)S(=O)(=O)c2ccc(Cl)cc21 (stereo not drawn)	2.5	8.4	-0.3	-4.1	2.0	-1.3	3.5	-6.5	10.4
NC(=O)c1ccsc1NC(=O)COC(=O)C1CC2CCCC(C1)C2=O (stereo not drawn)	1.0	2.2	0.8	0.0	-5.2	0.2	-10.7	-4.0	3.9
CCN(CC)S(=O)(=O)c1cc([N+](=O)[O-])ccc1NNC(=O)Nc1ccc(F)cc1	14.8	-1.0	-0.5	8.2	-5.7	0.9	-7.0	-1.3	-15.7
NC(=O)c1ccccc1NCC(=O)c1ccc(F)cc1	-0.6	12.1	-1.0	2.3	-2.2	-0.4	-2.3	-13.7	-5.0
COc1ccc(NC(=O)CN(C)C(=O)CCSc2ccc(C)cc2)cc1	5.2	-4.1	-0.2	-1.6	-13.2	-0.2	-8.5	0.5	-1.0
O=C(Nc1nnc(SCC(=O)N2CCCCC2)s1)c1c(F)cccc1F	1.9	16.8	0.4	12.2	-2.1	1.4	-3.5	7.9	8.2
Cc1cc(NS(=O)(=O)c2ccc(NC(=O)C(C)Oc3ccc(C(C)C)cc3)cc2)no1 (stereo not drawn)	8.1	-4.7	0.3	/	-5.3	0.8	-6.1	-2.2	-2.9
O=C(CN1C(=O)COc2ccc(S(=O)(=O)N3CCOCC3)cc21)N1CCN(c2ccccc2)CC1	0.6	2.3	-1.1	-4.0	2.0	-1.9	/	/	2.7
CC(c1nc2ccccc2n1Cc1ccccc1)N1CCCCC1 (stereo not drawn)	1.4	7.9	0.8	-12.8	-4.4	-0.6	-12.1	-1.6	8.1
O=C(NC1CCN(Cc2nnnn2CCc2ccccc2)CC1)c1ccccc1F	1.4	-2.9	0.4	-7.9	-6.8	0.0	-2.9	-0.6	6.6
Cc1ccc(-c2cc([C@H]3[C@@H]4C=CCC[C@@]4(C)C(=O)N3Cc3ccccc3)ccc2F)cc1	3.8	6.5	-0.1	8.2	4.0	0.0	/	-30.2	16.3
COc1ccccc1N1CCN(S(=O)(=O)c2ccc3c(c2)NC(=O)CS3)CC1	1.4	-0.5	0.7	8.3	0.7	-0.7	1.8	23.2	3.5
CN1CCN(C(=O)/C=C/c2ccc([N+](=O)[O-])cc2)CC1	2.5	-1.7	0.0	0.2	1.2	0.2	3.1	-4.2	0.5
O=C(O)Cc1nc(-c2cccnc2)sc1-c1ccc(Br)cc1	2.0	-3.4	-1.2	-0.2	-0.8	0.8	-13.9	2.6	4.2
O=C(Nc1sc2c(c1C(=O)O)CCCC2)c1ccc(F)cc1	0.6	13.9	0.0	2.6	1.1	2.1	-7.2	-14.6	2.7
N#Cc1c(SCC(=O)N2CCOCC2)nsc1SCC(=O)N1CCOCC1	1.1	3.6	1.2	10.3	-3.0	1.2	3.4	2.1	6.7
O=C1NCCc2c1[nH]c1ccc([N+](=O)[O-])cc21	0.8	6.1	2.4	-9.6	0.6	0.7	-1.5	-0.6	1.0
Cc1ccc(C(=O)N(CN2CCCC2=O)c2ccc(F)cc2)cc1	0.0	0.9	-1.5	-7.4	0.5	-1.2	20.8	-14.3	14.6
Cc1ccc(OCCCn2ccnc2)c(Br)c1	4.7	7.0	-0.7	-5.0	-7.2	-0.4	6.7	-1.7	-68.0*
O=C(COC(=O)c1ccc([N+](=O)[O-])o1)Nc1cccc(S(=O)(=O)N2CCCCC2)c1	9.5	1.7	-0.8	1.4	-8.3	1.7	10.3	-10.5	-30.8*

# (next part)
# Value order – D1 ag	TRHR enhancer	D2 agonist	D2 potentiator	D1 PAM	TRHR ag	RXFP1 antag	D2 antagonist	D1 antag
- Cc1ccc(CSc2nc3c(c(=O)[nH]c(=O)n3C)n2CCC(C)C)cc1
  4.8	6.3	-1.4	1.8	/	-0.7	/	3.5	20.6
- O=C(CSc1nc(O)cc(=O)[nH]1)N1CCCc2ccccc21
  2.7	5.2	-0.6	0.4	-5.2	0.2	-38.0	-14.9	-11.7
- CCc1cccc(NC(=O)Nc2csc3c2CCCC3)c1
  14.6	13.7	-0.6	10.4	-4.2	0.0	-29.8	/	-30.4*
- CCc1c(C)nc(SCc2nc(-c3ccccc3C)no2)[nH]c1=O
  11.6	-0.7	0.4	10.2	-3.7	0.1	3.1	/	-12.3
- CCn1cc2nc(SCc3cccc(OC)c3)n(Cc3ccc(Cl)cc3)c(=O)c2n1
  13.1	14.2	-0.5	24.7	0.9	-1.6	/	/	4.9
- C=CCn1c(=O)c(C(=O)Nc2ccccc2OC)c(O)c2ccccc21
  0.9	1.1	0.5	-5.2	-1.8	0.4	/	-3.4	-2.8
- Cc1cn2c(=O)c(C(=O)N3CCN(c4ccccc4)CC3)cnc2s1
  2.3	0.3	0.3	6.1	-6.5	0.2	-22.9	-12.0	-11.2
- CCCc1cc(C(=O)Nc2cc(OC)c(Cl)cc2OC)no1
  4.9	-4.4	-1.5	0.3	-4.3	1.1	-27.1	7.4	-13.7
- CCn1c(/C=C/c2ccccc2C)nc2ccccc2c1=O
  3.7	5.2	-1.0	2.9	-2.7	-0.2	-7.1	19.1	-4.2
- O=C(Nc1ccccc1-c1nc2ccccc2s1)c1cc(Cl)cc(Cl)c1
  0.5	2.3	-0.9	14.8	-3.0	0.7	-3.8	/	-3.2
- COC(C[C@H](O)[C@@H](C)[C@@H](O)COCc1ccccc1)OC
  0.8	1.5	0.2	6.0	-3.0	0.1	/	3.4	-5.9
- CN(CC(=O)Nc1c(Cl)cccc1Cl)C(=O)c1cc2ccccc2cc1O
  4.1	-0.7	0.4	-1.7	-3.2	-0.8	3.8	2.3	-6.7
- Cc1ccc(C(=O)n2nc(-n3cccc3)c3c(C)cc(C)nc32)cc1
  -0.3	-0.8	-0.8	-2.0	-3.8	-0.2	-22.4	6.1	25.8
- O=C(NCC(=O)N1CCC2(CC1)NCCc1[nH]cnc12)c1ccccc1F
  3.0	5.6	0.9	10.1	2.5	0.3	-6.4	12.1	-8.9
- O=C(NCC(c1cccs1)N1CCOCC1)c1cn(-c2ccccc2)nc1-c1ccc(F)cc1 (stereo not drawn)
  4.1	0.9	0.4	-14.7	-5.9	0.6	-0.8	-1.5	5.5
- CCCCOC(=O)c1ccc(N2C(=O)CC(N3CCN(C/C=C/c4ccccc4)CC3)C2=O)cc1 (stereo not drawn)
  8.8	3.9	1.2	2.3	0.9	0.6	-12.4	-7.1	-0.1
- C/C(=N\N1CCN(c2ccc(Cl)cc2)CC1)c1ccco1
  6.4	-0.2	0.4	4.3	-4.5	0.4	-11.0	-1.3	-28.8
- CC(C)CNS(=O)(=O)c1cc(C(=O)OC2CCOC2=O)c(Cl)cc1Cl (stereo not drawn)
  3.3	-1.5	0.3	7.3	8.8	-0.4	-3.2	1.9	-11.8
- CCOC(=O)c1c(-c2ccccc2)csc1NC(=O)CSc1nncs1
  3.6	21.6	-0.9	-7.0	-5.2	0.0	-3.8	3.9	-14.1
- CCCc1ccc(OC(C)C(=O)Nc2sc3c(c2C(=O)OC)CCCCC3)cc1 (stereo not drawn)
  2.5	3.4	-0.7	10.7	-2.1	0.8	1.2	/	12.7
- O=C(CNC(=O)Cc1ccccc1)N=Nc1c(O)[nH]c2ccccc12
  -2.1	2.8	-1.4	-3.2	-3.8	-0.9	-12.8	5.5	21.3

# Source: PubChem
